IMP-1 inh: inhibitors of Pseudomonas aeruginosa IMP-1 metallo-beta-lactamase; purified IMP-1, nitrocefin hydrolysis, epi-absorbance fluorescence; inhibition, % at 5.6 µM; hit rate 0.45% among 290,000; AID 1556;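 active = inhibition above the mean plus 3 SD of all compounds in the same screening run, cut at about 4.5% in these data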;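 note: 0% = IMP-1 with DMSO and 100% = DMSO wells lacking enzyme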
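system = purified recombinant IMP-1 beta-lactamase | amount = 0.2 nM IMP-1, as dispensed | medium = HEPES buffer pH 7.1 with ZnSO4 and Brij 35 | times = 25 °C, 15 min preincubation, 25 min reaction | detection = plate fluorescence quenching by hydrolysis product, ex 480/em 530 nm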
IDE cell inh: inhibits human insulin-degrading enzyme in HEK cells; P14735; inhibition, % at 5.59 µM; FAbetaB cleavage, fluorescence polarization; hit rate 0.41% among 320,000;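 active = percent inhibition above the average of all tested compounds plus 3 SD, set per screening campaign, cut at about 16% in these data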;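 note: IDE supplied by intact live HEK cells; FP after avidin binding of uncleaved biotin substrate so inhibition keeps polarization high; 0% = DMSO wells and 100% = 60 µM reference IDE inhibitor Ii1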
CRFBP-R2 block: blocks CRF-induced signaling of the CRF-BP/CRF-R2 complex; HEK293 CRF-R2/CRF-BP, CRF-induced calcium fluorescence; inhibition, % at 11.8 µM; hit rate 0.59% among 350,000; AID 588475;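 active = inhibition of the ligand-induced calcium signal above about 50% at the single tested concentration, limit read from the data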
NS3 helicase inh: blocks Hepatitis C virus NS3 helicase unwinding | NS3 helicase DNA unwinding, Cy5 molecular beacon fluorescence | inhibition, % at 10.9 µM | hit rate 0.56% among 290,000 | AID 1800;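 active = inhibition above the mean of all tested compounds plus 3 SD, set per campaign, cut at about 35% in these data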;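 note: 0% = DMSO wells and 100% = thioflavine S control wells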
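Test system: hepatitis C virus NS3 helicase domain fragment enzyme. Also added: annealed dual-labelled DNA beacon duplex, ATP-started. Timing: 60 min unwinding reaction at 25 °C after ATP addition. Technique: Cy5 fluorescence. Measure: % inhibition of unwinding.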
pCIP destab: p/CIP protein destabilization. Q05BA5. F442A p/CIP-EGFP cells, EGFP fluorescence, 16 h. decrease of EGFP signal, % at 10 µM. hit rate 0.01% among 290,000. AID 1984;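 active = EGFP signal decrease of at least 30% at 10 µM or well 3 SD below plate mean, unless failing retest; inactive = the rest, including hits failing retest or dose response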; note: some compounds called inactive have numbers as strong as hits; many of its hits are not listed in these tables
VIM-2 inhibitor: inhibitors of Pseudomonas aeruginosa VIM-2 metallo-beta-lactamase | purified VIM-2, nitrocefin hydrolysis, epi-absorbance fluorescence | inhibition, % at 5.6 µM | hit rate 0.89% among 290,000 | AID 1527;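 active = inhibition above the mean of all tested compounds plus 3 SD, cutoff set per screening run, cut at about 7.5% in these data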;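 note: red hydrolysis product quenches plate fluorescence so inhibitors raise well fluorescence; 0% = enzyme with DMSO and 100% = DMSO without enzyme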
GalR3 antagonist: blocks the human galanin receptor 3; AID 651719; O60755; inhibition, % at 3 µM; HEK293 GalR3-CNG cAMP membrane potential fluorescence; galR3 body fused to GalR1 C-terminus; hit rate 0.44% among 360,000;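 active = inhibition above the screen-wide average plus 3 SD, cut at about 13% in these data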;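 note: forskolin and galanin both at EC90 stimulate the cells; cAMP rise reported by CNG channel membrane potential dye signal; 0% = forskolin plus galanin with DMSO and 100% = forskolin alone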
Target sequence (O60755 1-299 limits assumed): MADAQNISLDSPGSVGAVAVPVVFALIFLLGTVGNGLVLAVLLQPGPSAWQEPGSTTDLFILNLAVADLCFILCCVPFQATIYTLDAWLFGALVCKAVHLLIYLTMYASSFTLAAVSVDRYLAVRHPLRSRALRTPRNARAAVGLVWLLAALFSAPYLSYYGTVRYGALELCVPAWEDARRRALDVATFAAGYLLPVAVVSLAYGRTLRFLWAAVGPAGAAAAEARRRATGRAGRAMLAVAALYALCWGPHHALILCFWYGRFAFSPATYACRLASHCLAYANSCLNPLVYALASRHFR
IDE act: IDE (human) activation, cell-based. P14735. HEK cells, FAbeta-B cleavage, fluorescence polarization; 0% vehicle, 100% cell-free pure enzyme wells. activation, % at 5.96 µM. hit rate 0.073% among 340,000. AID 493087;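 active = activation above the mean of all tested compounds plus 3 SD, set per screening campaign, cut at about 17% in these data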
SUMO HTRF inh: inhibitors of human SUMOylation (UBC9); HTRF SUMOylation assay, SAE1/SAE2 + UBC9, in vitro; inhibition, % at 35 µM; hit rate 0.36% among 290,000; in the data active = inhibition above about 50%, passing the limit was not always enough; note: strong numbers were not always called active
Target sequence (P63279 whole entry, looked up): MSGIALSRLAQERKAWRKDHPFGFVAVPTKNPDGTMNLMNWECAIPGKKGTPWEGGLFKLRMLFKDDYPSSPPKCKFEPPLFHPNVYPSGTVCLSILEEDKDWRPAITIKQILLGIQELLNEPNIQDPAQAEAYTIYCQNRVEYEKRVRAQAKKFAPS
Active calls of the source: *; nt = not tested or not shown.

A first look:
IMP-1 inh	IDE cell inh	CRFBP-R2 block	NS3 helicase inh	pCIP destab	VIM-2 inhibitor	GalR3 antagonist	IDE act	SUMO HTRF inh	Structure
-3.2	-2.1	7.5	-3.7	-11.2	-3.4	-5.3	5.1	16.2	CN(Cc1cnn(C)c1)C(=O)CC1C(=O)NCCN1Cc1cccc(Oc2ccccc2)c1 (stereo not given)
-0.7	nt	-8.9	-0.1	-7.5	-1.8	-1.5	3.3	1.2	O=C(CC1C(=O)NCCN1Cc1cccc(C(F)(F)F)c1)NC1CCOCC1 (stereo not given)
-0.3	-1.3	-3.5	-3.8	-0.3	-1.8	-2.2	-4.1	-11.0	O=C(C1CCC1)N1CCc2cc(S(=O)(=O)N3CCCCC3)ccc21

This part in full, previewed entries included:
IMP-1 inh	IDE cell inh	CRFBP-R2 block	NS3 helicase inh	pCIP destab	VIM-2 inhibitor	GalR3 antagonist	IDE act	SUMO HTRF inh	Structure
-3.2	-2.1	7.5	-3.7	-11.2	-3.4	-5.3	5.1	16.2	CN(Cc1cnn(C)c1)C(=O)CC1C(=O)NCCN1Cc1cccc(Oc2ccccc2)c1 (stereo not given)
-0.7	nt	-8.9	-0.1	-7.5	-1.8	-1.5	3.3	1.2	O=C(CC1C(=O)NCCN1Cc1cccc(C(F)(F)F)c1)NC1CCOCC1 (stereo not given)
-0.3	-1.3	-3.5	-3.8	-0.3	-1.8	-2.2	-4.1	-11.0	O=C(C1CCC1)N1CCc2cc(S(=O)(=O)N3CCCCC3)ccc21
-5.3	-5.8	10.3	-0.5	-18.6	-0.7	-4.4	5.0	21.3	COc1ccc(CCNc2oc(-c3ccc(OC)c(OC)c3)nc2P(=O)(OC)OC)cc1OC
-1.7	4.9	-3.3	-2.5	-9.5	-1.7	-3.7	-1.2	1.3	Cc1ccc(NC(=O)c2cccc(NC(=O)CCC(=O)O)c2)cc1C
-2.0	2.2	-9.1	2.9	-4.6	-3.3	-3.2	4.5	6.1	O=C(C1=C[C@H](c2coc3ccccc3c2=O)C[C@H](OCCCCO)O1)N1CCOCC1
-0.7	-2.7	-8.6	-13.5	-5.9	-0.3	-2.0	5.0	9.7	Cc1ccc2oc(C(=O)N3CCC(O)(c4ccccc4)CC3)c(C)c2c1
nt	2.0	-3.3	nt	nt	nt	-4.5	0.9	nt	CC1CCCN(S(=O)(=O)c2cccc(C(=O)NCC3CCCO3)c2)C1 (stereo not given)
-2.8	1.2	0.1	0.7	-28.8	-0.8	-5.3	5.3	18.3	COc1ccc(CNC(=O)c2cnc(C)cn2)cc1
-0.9	4.6	-27.9	-8.2	0.7	-3.5	-5.4	0.3	-1.6	O=C(CN(c1ccc(F)cc1)S(=O)(=O)c1ccc2c(c1)OCCO2)NCc1cccnc1
-1.6	-4.2	-1.9	3.4	2.0	0.4	nt	-0.8	-10.6	COc1ccc(CCn2c(NN=C3CCCCC3)nc3c2c(=O)[nH]c(=O)n3C)cc1
-2.7	8.8	8.5	6.6	4.5	-2.0	-8.6	2.6	-7.8	Cn1c(=O)c(Sc2ccc(Cl)cc2)c(O)c2ccccc21
-1.9	-1.9	29.9	-7.7	-1.3	-0.5	-2.1	0.6	-8.2	O=C(/C=C/c1ccccc1)/C=C/c1ccccc1
0.3	-0.5	-39.1	-6.9	6.7	-4.8	-5.3	3.6	1.6	CCCc1nnc(NC(=O)CCC(=O)N2CCN(CCOc3ccc(C)cc3)CC2)s1
nt	-2.8	-1.2	nt	nt	nt	-2.6	0.7	nt	O=C(c1ccco1)N1CCN(C(=O)c2cn(-c3ccccc3)nc2-c2ccccc2)CC1
-2.7	2.7	11.7	5.8	8.4	-3.0	1.9	-1.6	-9.6	COc1cc(/C=C(\C#N)C(=O)NC(C)C)cc(Cl)c1O
-1.2	-1.3	-42.3	-8.5	-4.8	-0.3	4.9	-4.1	14.3	COc1cc2cc(C(c3nnnn3C(C)(C)C)N3CCc4ccccc43)c(=O)[nH]c2cc1OC (stereo not given)
-1.5	1.7	15.7	4.5	-9.8	-2.4	-4.2	-2.1	-12.0	C=CCOC(=O)C1=C(C)NC(SCC(=O)OCC)=C(C#N)C1c1ccc(C)cc1 (stereo not given)
-2.1	-6.4	-16.4	33.0	-6.7	-5.4	5.8	3.5	11.6	CC(C)(C)C1CCc2c(sc(NC(=O)CSc3nnc(-c4ccccc4)o3)c2C#N)C1 (stereo not given)
-0.6	6.0	-1.2	2.9	-12.0	-1.4	-1.4	-8.1	-9.9	C=C(C)c1cccc(C(C)(C)NC(=O)NCc2ccncc2)c1
nt	2.4	4.5	nt	nt	nt	0.3	3.6	nt	CCCCOc1ccc(/C=N/NC(=O)c2nnn(-c3nonc3N)c2CN2CCCCCC2)cc1
-2.8	4.0	21.9	-1.3	2.6	-1.4	-9.4	-1.2	-4.7	CC1(C)C(C=C(Cl)Cl)C1C(=O)N1CCN(c2ccccc2)CC1 (stereo not given)
-1.0	2.1	12.7	8.9	-5.2	-1.5	-3.9	0.0	10.6	N#CC1=C(N)Oc2n[nH]c(-c3ccc(F)cc3)c2C1c1ccncc1 (stereo not given)
-4.4	-0.3	5.1	-10.3	-10.0	-4.3	-0.5	-1.6	-6.6	CC(Sc1nc(NCc2ccccc2)nc(N2CCOCC2)n1)C(=O)Nc1ccccc1 (stereo not given)
nt	4.4	7.2	nt	nt	nt	-0.2	1.3	nt	COc1ccc(C(C)(C)C)cc1NC(=O)COC(=O)c1nc2nccc(C)n2n1
-2.9	-2.8	-14.7	-3.4	-4.4	0.0	-2.5	-0.8	-1.7	CC(=O)N1CCC(C(=O)Nc2cc(C)cc(C)c2)CC1
-2.5	-2.3	17.0	-6.7	-2.6	-2.1	1.4	-0.6	-0.1	CC(=O)c1ccc(S(=O)(=O)N2CCC(NC(=O)Nc3cccc(F)c3)CC2)cc1
0.1	6.2	17.1	-3.0	-6.2	2.2	nt	-2.8	-4.0	O=C(Nc1ccccc1Cl)ON=C1c2ccccc2-c2ccccc21
-2.9	2.9	5.4	-4.3	9.7	-1.4	-6.1	-3.0	0.4	O=C1NCCN1CCNS(=O)(=O)c1ccccc1[N+](=O)[O-]
-1.5	0.6	-1.4	-11.6	0.8	0.5	-2.8	4.2	21.9	COc1ccc2cc3cc(C(=O)NCc4ccc5c(c4)OCO5)oc3nc2c1

Next section
IMP-1 inh	IDE cell inh	CRFBP-R2 block	NS3 helicase inh	pCIP destab	VIM-2 inhibitor	GalR3 antagonist	IDE act	SUMO HTRF inh	Structure
nt	6.5	-15.0	nt	nt	nt	-3.5	0.5	nt	COc1ccc(C(=O)NCCS(=O)(=O)N2CCN(Cc3ccccc3)CC2)cc1
-3.8	-3.9	10.4	-3.2	-10.9	0.6	-9.4	2.9	11.7	CC1(C)c2cc(O)ccc2OC1N1CCOCC1 (stereo not given)
-2.2	7.5	-18.4	-2.0	5.5	0.4	-1.7	-7.3	6.3	Cc1ccc(S(=O)(=O)N(C)C)cc1NC(=O)c1ccc(OC(F)(F)F)cc1
-1.8	-11.4	1.2	11.1	-7.5	-0.5	-3.5	-1.8	6.2	O=C(O)C1=C[C@@H](c2ccc(C(F)(F)F)cc2)C[C@@H](OCc2ccc(CO)cc2)O1
-2.3	2.2	7.1	-2.3	-1.2	-1.9	-6.1	3.1	-21.2	O=C(O)CN1C(=O)CC(Cc2ccc(Cl)cc2)C1=O (stereo not given)
1.2	2.1	9.3	52.0*	-14.7	-1.4	nt	-0.5	35.7	Cc1cccc(NC(=O)CSc2nnc(-c3ccco3)c(-c3ccco3)n2)c1C
-3.5	3.3	1.8	-12.0	5.9	-1.4	-4.0	-1.0	-5.0	O=C(CSc1nc2ccccc2[nH]1)c1ccc2c(c1)OCO2
-5.0	2.6	nt	10.8	3.9	-2.0	nt	nt	4.7	COc1cccc(-c2nc(Oc3cc(C)cc(C)c3)c3ccccc3n2)c1O
-6.0	1.8	-2.5	-11.9	-13.5	-3.1	0.7	4.0	21.6	C[C@@H](C(=O)NCC1CC1)[C@@H]1C[C@@]1(C)[C@@H](NC(=O)OCc1ccccc1)c1ccccc1
-4.0	-0.8	5.0	5.8	-3.1	-2.2	-2.5	2.2	-2.7	CCOc1cccc(OCCOCCOc2ccccc2C(C)=O)c1
-1.9	0.8	3.5	11.5	3.1	-0.7	-2.9	-0.4	-8.7	CC(C)(C)C(=O)N1CCC[C@H]1C(O)(c1ccccc1)c1ccccc1
nt	3.7	-1.8	nt	nt	nt	-0.5	3.1	nt	Cc1ccc(NC(=O)CNC(=O)c2cccs2)c(O)c1
-1.4	-4.4	0.9	-12.5	3.4	3.7	-5.4	1.6	-9.1	CCCC(=O)NC(=S)Nc1ccc(N2CCOCC2)c(Cl)c1
-5.6	2.5	7.5	-4.5	-10.0	-1.6	-5.2	1.1	9.1	CC1CC(C)CN(S(=O)(=O)c2ccc3c(c2)CCN3C(=O)C2CC2)C1 (stereo not given)
-2.9	-0.3	2.9	4.8	-4.4	-4.2	-4.3	0.9	13.7	Cc1[nH]c2ccccc2c1/C=N/NC(=O)CNC(=O)c1cccs1
nt	0.7	-4.4	nt	nt	nt	-4.7	0.1	nt	Cn1c(N)c(C(=O)CSc2nnc(C3CC3)n2-c2ccccc2)c(=O)n(C)c1=O
-2.0	5.5	-8.0	4.9	-1.9	-1.8	9.8	5.1	-4.8	CCOc1ccccc1NC(=O)CN(Cc1ccccc1)S(C)(=O)=O
0.9	-2.8	-9.2	1.7	-12.1	4.8	-0.6	0.1	-0.5	CCC(CO)NS(=O)(=O)c1cc(-c2nn(C)c(=O)c3ccccc23)ccc1C (stereo not given)
-3.4	-1.5	12.7	-10.5	-13.7	-1.4	-5.0	9.2	-3.0	CN(Cc1ccon1)Cc1cn(C)nc1-c1ccc(Oc2ccccc2)cc1
-4.3	6.2	-33.2	9.0	-4.8	-1.8	0.9	-2.5	84.6	CCOC(=O)N1CCc2c(sc3c2c(=O)n(Cc2ccccc2)c(=O)n3CC(=O)NCCOC)C1
-4.0	8.6	11.1	15.8	-5.9	-2.4	5.3	3.9	5.0	COC(=O)c1cn(NC(=O)C2COc3ccccc3O2)c(=O)c2ccccc12 (stereo not given)

From PubChem BioAssay
